Cneo AK release: Cryptococcus neoformans lysis via adenylate kinase release; lysis activity, % at 15 µM; AID 651654; C. neoformans lysis, adenylate kinase release luminescence, 4 h; normalised: neutral wells 0, clomiphene wells 100; hit rate 0.2% among 360,000;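 active = mean lysis activity across replicates of at least 80%, whatever share of replicates individually reach that level; inactive = mean lysis activity below 80%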
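Schedule: static 4 h at 37 °C with compound, 1 h detection; system: C. neoformans cells; benchmarks: Clomiphene as positive control; buffer or medium: fresh YPD medium; measure: luminescence rise reflecting yeast cell lysis; measured by: luminescent adenylate kinase detection reagent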
LGR2 antag: inhibitors of bursicon-induced Drosophila LGR2 receptor cAMP signaling; HEK293 LGR2, CRE-luciferase, bursicon-stimulated, 4 h; hit rate 0.35% among 380,000; AID 720647; inhibition, % at 9.99 µM;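 active = drop in luminescence signal, shown as inhibition above about 50% in the replicate tests, limit read from the data, passing the limit was not always enough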;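 note: agonist challenge used bursicon conditioned medium at about half maximal strength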
PGC1a acetyl inh: modulators of PGC1a acetylation. hit rate 0.17% among 350,000. U2OS PGC1a acetylation, AlphaScreen anti-acetyl-lysine; with virally co-expressed GCN5 acetyltransferase. inhibition, % at 15.6 µM. AID 651687;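 active = every replicate shows inhibition of at least 40%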;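 note: 0% = neutral control wells and 100% = positive control wells; some results beyond the cut were filed as inactive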
Statin myotox sup: protects C2C12 myotubes from simvastatin toxicity. hit rate 0.78% among 330,000. rescue of ATP level, % at 7.49 µM. ATP luminescence, 48 h; scaled: DMSO 0, geranylgeraniol control 100;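 active = mean ATP rescue above about 67%, or every replicate alone reaching that limit, limit read from the data, passing the limit was not always enough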;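 note: myotubes were challenged with 10 µM simvastatin during compound exposure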
S100A4 MyoIIA: S100A4-myosin IIA interaction inhibition; P26447; S100A4/TAMRA-MyoIIA peptide fluorescence polarization; inhibition, % at 10.7 µM; hit rate 0.14% among 360,000;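 active = mean inhibition of at least 70% across replicates, with every replicate also reaching that level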
Target sequence (P26447 whole entry, looked up): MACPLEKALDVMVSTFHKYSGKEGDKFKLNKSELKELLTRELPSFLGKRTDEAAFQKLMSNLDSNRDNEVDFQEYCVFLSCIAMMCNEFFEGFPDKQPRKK
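Material: S100A4 monomer protein / Buffer or medium: 50 mM HEPES pH 7.2, 10 mM CaCl2, 100 mM KCl / Times: 5 min incubation before reading / Benchmarks: neutral control DMSO, positive control TFP / Reagent: labelled myosin peptide probe, 5 nM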
SIRT5 inh: inhibitors of human sirtuin-5 desuccinylase. AID 652115. hit rate 1.1% among 330,000. Q9NXA8. Purified SirT5, succinyl-peptide AMC, trypsin-coupled fluorescence. inhibition, % at 15 µM; in the data active = inhibition above about 15%
XiGFP reactiv: X-chromosome reactivation activator | hit rate 0.055% among 360,000 | activation, % at 7.58 µM | XiGFP mouse fibroblasts, % GFP-positive cells imaging, 3 d; cells co-treated with 5-aza-dC sensitizer; scaled so ellipticine positive control = 100%;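 active = mean normalized replicate activation at least 10% and every replicate at or above 10%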;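 note: 0% = median of on-plate neutral control wells and 100% = ellipticine 6 µM median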
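assay system = SV40-immortalized XiGFP fibroblast cells, line 68-5-11 | buffer or medium = DMEM plus 5-aza-dC sensitizer | doses = single-point pinned compound dosing | times = 3-day compound exposure, then 15 min fixation at room temperature | benchmarks = positive control ellipticine, 6 µM final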
ERAP1 inh: inhibitors of human ERAP1 aminopeptidase; hit rate 0.15% among 340,000; Q9NZ08; recombinant ERAP1, Leu-AMC fluorescence, 60 min; inhibition, % at 10.7 µM;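 active = mean replicate inhibition of at least 30%, or all replicates individually reaching that 30% level; inactive = mean below 30% and not every replicate reaching it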;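 note: 0% = neutral control wells and 100% = L-leucinethiol positive control wells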
Target sequence (Q9NZ08 whole entry, looked up): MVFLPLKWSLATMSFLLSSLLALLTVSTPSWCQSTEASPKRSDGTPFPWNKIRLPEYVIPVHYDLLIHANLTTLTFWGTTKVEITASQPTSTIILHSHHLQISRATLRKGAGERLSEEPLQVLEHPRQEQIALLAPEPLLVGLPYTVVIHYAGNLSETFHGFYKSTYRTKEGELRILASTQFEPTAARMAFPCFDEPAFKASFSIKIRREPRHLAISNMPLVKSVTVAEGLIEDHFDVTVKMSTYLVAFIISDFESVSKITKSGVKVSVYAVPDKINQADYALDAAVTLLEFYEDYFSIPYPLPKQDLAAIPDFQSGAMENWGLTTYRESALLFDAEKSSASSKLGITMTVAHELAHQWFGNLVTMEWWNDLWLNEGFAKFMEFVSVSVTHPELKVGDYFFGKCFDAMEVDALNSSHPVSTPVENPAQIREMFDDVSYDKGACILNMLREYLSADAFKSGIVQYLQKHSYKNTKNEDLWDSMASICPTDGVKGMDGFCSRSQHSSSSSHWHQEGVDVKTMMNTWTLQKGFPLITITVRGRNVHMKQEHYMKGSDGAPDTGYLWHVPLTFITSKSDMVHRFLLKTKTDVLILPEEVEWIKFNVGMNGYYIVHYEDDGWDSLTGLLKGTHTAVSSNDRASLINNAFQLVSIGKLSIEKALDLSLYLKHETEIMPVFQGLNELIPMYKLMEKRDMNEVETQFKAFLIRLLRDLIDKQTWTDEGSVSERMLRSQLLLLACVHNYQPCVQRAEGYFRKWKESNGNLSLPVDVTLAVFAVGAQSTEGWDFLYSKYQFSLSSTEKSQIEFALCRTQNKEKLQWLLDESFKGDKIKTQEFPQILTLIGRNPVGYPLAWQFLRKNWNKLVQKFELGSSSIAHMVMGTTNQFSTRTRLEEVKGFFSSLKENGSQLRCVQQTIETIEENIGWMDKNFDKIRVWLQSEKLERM
* = called active by the depositor; . = not tested or not shown. The list is partial. The share of hits here may be higher or lower than overall.

nr	molecule	Cneo AK release	LGR2 antag	PGC1a acetyl inh	Statin myotox sup	S100A4 MyoIIA	SIRT5 inh	XiGFP reactiv	ERAP1 inh
1	CCn1ccnc1CN(C)Cc1nc(-c2cccc(Cl)c2)no1	.	.	.	.	0	7	0.3	9
2	COc1cc(C)ccc1OCCCCNCc1ccccc1	4	-26	-3	6	-13	-3	0.2	3
3	Cc1ccc(NC(=S)N(CCN(C)C)Cc2cc3cc(C)cc(C)c3[nH]c2=O)cc1	.	3	.	.	-5	-5	0.0	0
4	N=C1C(=O)OCC1c1ccccc1NC(=O)c1ccc(F)cc1 (configuration not stated)	1	19	-5	6	.	.	.	.
5	N/C(Cc1ccc(Cl)cc1)=N\OC(=O)CCc1ccccc1	0	-22	.	-3	-20	.	-0.1	-1
6	Cc1ccccc1-c1ccc([C@H]2[C@@H](CO)N3CCCCN(S(C)(=O)=O)C[C@H]23)cc1	-3	11	-6	19	3	0	0.1	-1
7	CC1Oc2ccccc2N(CC(=O)c2cccc(Cl)c2)C1=O (configuration not stated)	-1	10	-11	-40	1	-1	.	0
8	O=C(Nc1ccc(F)cc1F)NC1CCN(S(=O)(=O)c2ccc(F)cc2)CC1	.	6	5	.	1	-1	0.0	3
9	CCNC(=O)C[C@H]1CC[C@@H]2[C@H](COc3ccc(NC(=O)C4CCOCC4)cc3C(=O)N2C)O1	4	12	3	8	10	1	-0.1	-3
10	CCOc1cccc(C2c3c(oc4ccccc4c3=O)C(=O)N2c2ccccn2)c1 (configuration not stated)	.	6	.	.	0	-4	0.1	0
11	O=C(Cn1ccc(NC(=O)OCc2ccccc2)nc1=O)NCCCN1CCCC1=O	2	6	.	3	-6	.	0.1	.
12	CC(C)CC#Cc1ccc2c(c1)O[C@H](CN(C)Cc1ccc3c(c1)OCO3)[C@@H](C)CN([C@H](C)CO)S2(=O)=O	.	-9	-38	.	-5	-1	1.3	3
13	CN(CC1CCCN(CCc2ccc(F)cc2)C1)C(=O)CCC(N)=O (configuration not stated)	-1	3	6	9	-28	-2	0.4	-1
14	C[C@H](CO)N1C[C@H](C)[C@@H](CN(C)C(=O)C2CCCCC2)OCCCC[C@H](C)Oc2ccc(NC(=O)NC3CCCCC3)cc2C1=O	2	15	.	-7	-11	4	0.0	-6
15	Cc1ccc(C(=O)OC(C)C(=O)NC(C)CCc2ccccc2)o1 (configuration not stated)	0	1	3	0	0	-2	-0.1	1
16	Cc1cc(C)c(S(=O)(=O)NN=C2c3ccccc3[C@H]3Cc4csc[n+]4[C@@H]23)c(C)c1	.	-1	.	.	-13	3	0.1	8
17	CC=Cc1ccc2n(c1=O)C[C@H]1[C@H](CO)[C@@H](C(=O)Nc3ccc(-c4ccccc4)cc3)N(CC)[C@@H]21 (mixture of isomers)	46	19	.	1	-3	13	0.0	2
18	COc1cc(SC)ccc1C(=O)Nc1ccc(Br)cn1	-10	.	-5	6	0	-5	0.0	1
19	COc1ccc(C#Cc2ccc3c(c2)O[C@@H](CN(C)S(=O)(=O)c2ccccc2F)[C@@H](C)CN([C@H](C)CO)S3(=O)=O)cc1	-8	0	8	5	-34	12	-0.3	0
20	Cc1noc(C)c1NC(=O)N(C)C[C@H]1Oc2ccc(NS(=O)(=O)c3ccccc3)cc2C(=O)N([C@@H](C)CO)C[C@@H]1C	0	6	5	-26	-2	-6	-1.1	2
21	O=C(N/N=C/c1cc(Br)ccc1OC(=O)c1ccc(Br)cc1)c1ccncc1	0	26	10	.	10	-1	0.0	2
22	CC(NC(=O)c1ccc2c(c1)OCO2)c1ccccc1 (configuration not stated)	-5	10	1	2	4	1	0.1	-3
23	O=C(CSc1nnc(C2CC2)n1-c1ccccc1)NC1CCS(=O)(=O)C1 (configuration not stated)	-2	14	-1	-2	-2	-3	0.1	0
24	CNC[C@H]1Oc2ccc(NS(=O)(=O)c3ccc(Cl)cc3)cc2CC(=O)N([C@@H](C)CO)C[C@@H]1C	-2	-2	4	-3	-5	-3	-0.5	2

Structural class, the entries above containing two or more sulfur atoms (three)
nr	molecule	Cneo AK release	LGR2 antag	PGC1a acetyl inh	Statin myotox sup	S100A4 MyoIIA	SIRT5 inh	XiGFP reactiv	ERAP1 inh
16	Cc1cc(C)c(S(=O)(=O)NN=C2c3ccccc3[C@H]3Cc4csc[n+]4[C@@H]23)c(C)c1	.	-1	.	.	-13	3	0.1	8
19	COc1ccc(C#Cc2ccc3c(c2)O[C@@H](CN(C)S(=O)(=O)c2ccccc2F)[C@@H](C)CN([C@H](C)CO)S3(=O)=O)cc1	-8	0	8	5	-34	12	-0.3	0
23	O=C(CSc1nnc(C2CC2)n1-c1ccccc1)NC1CCS(=O)(=O)C1 (configuration not stated)	-2	14	-1	-2	-2	-3	0.1	0

Continued.
nr	molecule	Cneo AK release	LGR2 antag	PGC1a acetyl inh	Statin myotox sup	S100A4 MyoIIA	SIRT5 inh	XiGFP reactiv	ERAP1 inh
25	Cn1c(CC(=O)Nc2ccccc2F)nnc1SCC(=O)N1CCOCC1	0	-16	-4	5	4	-2	0.6	5
26	C[C@H]1CCCCO[C@H](CN(C)C)[C@@H](C)CN([C@@H](C)CO)C(=O)c2cc(NC(=O)Nc3ccccc3)ccc2O1	8	10	3	3	-14	-2	0.1	-2
27	N#C[C@@H]1[C@@H](c2ccc(-c3cncnc3)cc2)[C@H](CO)N1C(=O)CN1CCOCC1	2	9	4	-28	-7	2	0.1	0
28	CN1c2ccc(C#Cc3cccnc3)cc2[C@@H]2[C@@H](CCN2S(=O)(=O)c2ccccc2F)[C@H]1CO	21	9	2	-67	-4	-11	0.0	-1
29	Cc1c(Cl)cnc(NC(=O)COC(=O)c2ccc(S(=O)(=O)NCc3ccco3)cc2)c1Cl	.	8	.	.	-1	-2	0.4	4
30	C=CCN(c1ccc(F)cc1)S(=O)(=O)c1cc(C(=O)NC2CC2)ccc1Cl	-21	10	-5	-6	4	-1	0.1	0
31	COc1ccc(CN(C)S(=O)(=O)c2c(C)noc2C)cc1OC	0	-34	3	-9	0	-3	-0.1	2
32	O=C(c1ccccc1)c1nc2ccccc2[nH]c1=O	-1	-12	-9	6	.	.	.	.
33	COc1ccc(C2SCC(=O)N2c2nc3ccccc3s2)cc1 (configuration not stated)	0	5	.	3	-2	-1	0.0	-1
34	Cc1cc(NC(=O)C(C)SCC(=O)Nc2ccccc2C(C)(C)C)no1 (configuration not stated)	-1	0	3	-1	7	-3	0.1	2
35	CCOc1ccc(NCC(=O)Nc2ccc(C)cc2C)cc1	-5	10	-15	-52	-6	-2	.	14
36	CSCC[C@H](NC(=O)OC(C)(C)C)C(=O)NCC1CCC(C(=O)N[C@@H](Cc2ccccc2)C(=O)O)CC1 (some centres not stated)	-6	7	-3	4	-17	-5	0.2	-4

The list continues:
nr	Compound	Cneo AK release	LGR2 antag	PGC1a acetyl inh	Statin myotox sup	S100A4 MyoIIA	SIRT5 inh	XiGFP reactiv	ERAP1 inh
37	Cc1cccc(C(C)C)c1NC(=O)C1CN(S(=O)(=O)c2ccccc2)CCN1S(=O)(=O)c1ccccc1 (configuration not stated)	.	16	.	.	50	.	0.0	-4
38	O=C(/C=C(\Nc1ccc(Br)c(F)c1)c1ccccc1)c1ccccc1	.	-100	.	.	-11	2	0.2	1
39	CN(C)CC1C2CCC(C2)C1O (configuration not stated)	6	7	9	6	-6	-9	0.1	0
40	CCCCN(CCCC)CCCNC(=O)CN1C(=O)COc2ccc(S(=O)(=O)N3CCC(C)CC3)cc21	2	3	3	-1	-4	-2	0.1	-6
41	C/C(=N\O)C1(C)N(O)C(C)(C)C(c2ccco2)=[N+]1[O-] (configuration not stated)	.	-12	.	.	-1	-4	0.1	1
42	N#CC1=C2N=C(N)c3ccccc3N2C2=C(C(=O)CCC2)C1c1ccc(F)cc1 (configuration not stated)	-1	-20	-9	42	-6	-5	0.0	1
43	C[C@H](CO)N1C[C@H](C)[C@@H](CN(C)Cc2ccc(C(F)(F)F)cc2)Oc2c(NS(C)(=O)=O)cccc2C1=O	1	1	2	0	.	-5	0.0	.
44	COc1ccc(S(=O)(=O)N(C)C[C@@H]2OCCCC[C@H](C)Oc3ccc(NC(=O)Cc4ccccc4)cc3C(=O)N([C@@H](C)CO)C[C@@H]2C)cc1	0	32	-7	.	-10	0	0.3	-3
45	C=CCNC(=O)/C=C/c1c(F)cccc1Cl	.	-49	.	.	-2	.	0.4	-4
46	OC(c1cc(F)cc(Cl)c1)c1ncc(-c2ccc(Cl)cc2)[nH]1 (configuration not stated)	0	-12	.	-2	-8	7	0.0	-1
47	O=C(Cn1nc(-c2ccccc2Cl)ccc1=O)Nc1ccccc1-c1ccccc1	3	25	2	9	-2	-1	0.4	17
48	COc1ccc(C(=O)C2CCCN(S(=O)(=O)c3ccc(C(C)=O)cc3)C2)c(C)c1 (configuration not stated)	0	-13	-12	-16	-2	-1	0.2	3
49	COC(=O)CN(c1ccccc1)S(=O)(=O)c1cc(Br)ccc1OC	-2	-2	-25	5	-3	-10	0.2	.
50	COc1ccc(N(CC(=O)NC2CCCCC2)C(=O)CCC(=O)Nc2nc(C)cs2)cc1	2	4	.	35	6	-1	0.6	-6
51	CCCC#Cc1cnc2c(c1)C(=O)N([C@@H](C)CO)C[C@H](C)[C@H](CN(C)Cc1cccnc1)O2	-4	9	3	.	3	-2	0.1	0
52	COc1ccccc1NC(=O)N[C@H]1CC[C@@H](CCNS(=O)(=O)c2ccccc2)O[C@H]1CO	-10	-21	-3	18	19	-1	-0.5	-1
53	COc1ccc(/C=C/C(=O)OCC(=O)Nc2nnc(-c3ccccc3)o2)c(OC)c1	-1	-9	5	-29	0	.	0.1	2
54	COc1ccc(NC(=S)N/N=C/c2cccn2Cc2ccccc2F)cc1	.	-4	4	.	-3	4	0.0	-1
55	Cc1ccc([N+](=O)[O-])cc1NC(=O)Cc1ccc(F)cc1	.	5	.	.	7	-5	0.0	3
56	CCOC(=O)C1(C)CCCN(C(=O)c2ccc(OC)cc2OC)C1 (configuration not stated)	0	8	9	5	-1	.	0.0	2
57	CCc1cccc2c(C(=O)CN3C(=O)NC4(CCCCC4)C3=O)c[nH]c12	0	-3	.	-111	4	-6	0.6	-3
58	Cc1ccc(C)c(N(C)C(=O)COc2cc(=O)n(C)c3ccccc23)c1	-7	-3	.	11	-2	.	0.3	-3
59	O=C(C[C@H]1CC[C@@H]2[C@H](COC[C@H](O)CN2S(=O)(=O)c2cccc(F)c2)O1)NC1CCC1	-2	-1	-1	-8	3	-5	0.0	2
60	O=c1c2ccccc2[nH]c(=S)n1CCCN1CCC(Cc2ccccc2)CC1	4	9	-21	-2	-4	-1	0.0	0
61	O=C1NC[C@@H](CCCCN2C[C@H](Cc3ccccc3)N(CCC3CCCCC3)C(=O)C2=O)N(CCc2ccccc2)C1=O	.	-10	.	.	-1	9	0.0	.
62	COc1ccc2[nH]c(=O)c(C3c4cc(OC)c(OC)cc4CCN3C(=O)c3ccco3)cc2c1 (configuration not stated)	3	-18	7	10	-2	2	0.5	-7

Screens deposited in PubChem by Broad Institute.
